# LmPK inhibitor – blocks Leishmania mexicana pyruvate kinase activity | Q27686 | purified LmPK, Kinase-Glo ATP luminescence, 1 h | Potency, µM (series often up to 57.5 µM), inactives show at the top dose activity change, negative = inhibition, usual class: inhibitors | hit rate 0.37% among 290,000 | AID 1721; also: potency is read from the fitted curve at half-maximal effect
# Target sequence (Q27686 whole entry, looked up): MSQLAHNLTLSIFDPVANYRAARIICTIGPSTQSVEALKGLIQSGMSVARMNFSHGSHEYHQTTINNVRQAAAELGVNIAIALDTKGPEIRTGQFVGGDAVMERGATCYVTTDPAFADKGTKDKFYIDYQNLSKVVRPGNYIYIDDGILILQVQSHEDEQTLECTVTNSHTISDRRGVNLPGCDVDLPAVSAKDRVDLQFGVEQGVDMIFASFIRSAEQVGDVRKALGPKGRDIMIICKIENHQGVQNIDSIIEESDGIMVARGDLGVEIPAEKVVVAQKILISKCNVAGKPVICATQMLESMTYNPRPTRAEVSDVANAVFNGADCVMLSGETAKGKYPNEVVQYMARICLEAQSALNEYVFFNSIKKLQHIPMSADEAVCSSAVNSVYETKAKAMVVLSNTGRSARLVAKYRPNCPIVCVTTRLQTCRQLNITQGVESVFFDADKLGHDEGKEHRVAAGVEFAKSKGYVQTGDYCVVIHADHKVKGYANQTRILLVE
#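 ATP generated from ADP (0.1 mM) and PEP (0.5 mM) by 0.1 nM LmPK over 1 h at room temperature (pH 7.2 imidazole buffer) was detected by coupled luciferase luminescence. Values were normalized to uninhibited and no-enzyme wells.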
# Tb PYK inh – T. brucei pyruvate kinase inhibition. Q57TT1. AID 624173. TbPYK enzyme, Kinase-Glo Plus ATP luminescence, 45 min. hit rate 0.12% among 410,000. Potency, µM (highest dose often 76.8 µM), without a hit: at the top dose activity, negative = inhibition, hits mostly inhibitors; also: potency is read from the fitted curve at half-maximal effect; nearly all actives have a fitted effect of over 50% in size
#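 T. brucei PYK with substrate was exposed to pin-transferred compounds across a concentration series, then started with 130 uM ADP (final). After 45 min at room temperature, Kinase-Glo Plus luminescence was read, normalized and curve-fitted.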
# AmpC inh no detg – inhibitors of E. coli AmpC beta-lactamase without detergent; hit rate 0.52% among 330,000; AmpC nitrocefin hydrolysis, absorbance 480 nm, 0.0001% Triton; Potency, µM (titrated, usually from 57.1 µM), for inactives: at the highest dose activity change, negative = inhibition, most hits filed as inhibitors; P00811;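 also: potency is read from the fitted curve at half-maximal effect; plate controls were no compound for no effect and no enzyme for full effect; nearly all actives have a fitted effect of over 20% in size; some results filed as inactive show a strong effect at the top dose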
# Target sequence (P00811 whole entry, looked up): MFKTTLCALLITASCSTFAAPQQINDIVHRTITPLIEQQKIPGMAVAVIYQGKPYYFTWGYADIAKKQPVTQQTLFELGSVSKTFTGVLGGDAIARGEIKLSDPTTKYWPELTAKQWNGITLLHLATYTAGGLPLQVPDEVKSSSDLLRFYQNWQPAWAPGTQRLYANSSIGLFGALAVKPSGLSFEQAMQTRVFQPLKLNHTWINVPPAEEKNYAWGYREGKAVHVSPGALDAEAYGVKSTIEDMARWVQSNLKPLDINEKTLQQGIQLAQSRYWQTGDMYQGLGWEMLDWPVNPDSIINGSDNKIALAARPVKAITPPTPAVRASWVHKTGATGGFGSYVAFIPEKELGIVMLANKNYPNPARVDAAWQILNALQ
#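 20 mM phosphate pH 7.0 + 0.01% (detergent screen) or 0.0001% Triton X-100; 5.3 nM AmpC reagent; cpd preinc 15 min RT; nitrocefin (800 uM stock) to start; A480 q20 s × 4 min; Activity was normalised to no-enzyme and no-compound control wells.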
# HCMV inh – inhibitors of human cytomegalovirus | HFF cells, HCMV-luciferase reporter, 72 h; hits give low values | activity change, negative = inhibition, % at 57.5 µM | hit rate 4.5% among 410,000; in the data active = activity change below about -60%; inconclusive = no clear call, values can overlap the other calls; inactive = above about -39%
#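 Two-dose cell screen: HFF monolayers treated with compounds and infected with luciferase-expressing HCMV at 1 PFU/cell, 72 h at 37C, then lysed for luciferase measurement.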
# AMA1 RON2 block – disrupts binding of P. falciparum AMA1 to RON2. hit rate 0.2% among 360,000. Potency, µM (titrated, usually from 58.2 µM), inactives show at the highest dose activity change, negative = inhibition, actives largely listed as inhibitors. AlphaScreen AMA1-biotinylated RON2 peptide binding;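 also: potency is read from the fitted curve at half-maximal effect; 0% = vehicle wells and -100% = peptide control; nearly all actives have a fitted effect of over 45% in size; some results filed as inactive show a strong effect at the top dose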
#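 AMA1 (3D7) with his tag at 25 nM final met compounds first, then biotinylated RON2 peptide at 25 nM; detection used donor plus acceptor beads, 10 µg/mL apiece, read by AlphaScreen after 30 min at room temperature.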
# AmpC detergent – AmpC beta-lactamase inhibition with detergent present. P00811. AmpC hydrolysis of nitrocefin, absorbance 480 nm, 0.01% Triton. Potency, µM (highest dose often 114 µM), for inactives: at the highest dose activity change, negative = inhibition, hits mostly inhibitors. hit rate 0.041% among 370,000. AID 485294;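 also: potency is read from the fitted curve at half-maximal effect; 0% = no-compound wells and -100% = no-enzyme wells; nearly all actives have a fitted effect of over 25% in size; some results filed as inactive show a strong effect at the top dose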
#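 AmpC (5.3 nM in the dispensed reagent) in 20 mM phosphate pH 7.0 with 0.01% (detergent screen) or 0.0001% Triton X-100 was preincubated with compounds for 15 min at room temperature. Nitrocefin was then added from an 800 uM solution, and hydrolysis was followed at 480 nm.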
# HCV inhibitor – inhibitors of hepatitis C virus infection. Potency, µM (titrated, usually from 41.8 µM), for the others: at the top dose activity change, negative = inhibition, hits mostly inhibitors. AID 651820. hit rate 3.4% among 340,000. Huh7.5.1 HCVcc-Cre infection, luciferase reporter, 44 h; also: potency is read from the fitted curve at half-maximal effect
#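 Infectious HCV cell culture screen: compound-treated cells (1,000/well, pre-plated 4 h) are infected with HCVcc-Cre at roughly 0.5 moi and grown 44 h. Infection is quantified by luciferase signal after 15 min substrate incubation at room temperature.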
# Active calls of the source: *; ? = inconclusive; . = not tested or not shown; & = joins results of further samples; [ ] = remark or other dose. Unless noted, calls follow the shape of the dose curve; as a rule, active = well fitted curve in the direction sought with a large enough effect; inconclusive = small, poorly fitted or top-dose-only effect, or another doubt; inactive = no such curve, though single readings can be large; an effect the other way counts as inactive or inconclusive. Unless noted, % is scaled to controls: 0 for no effect and ±100 for the full control effect.
SMILES,LmPK inhibitor,Tb PYK inh,AmpC inh no detg,HCMV inh,AMA1 RON2 block,AmpC detergent,HCV inhibitor
CN1CCC(=NNC(=O)C(=O)NC2CCCCC2)CC1,-4%,11%,-7%,13,2%,0%,10%
CC(C(=O)Nc1ncc2c(n1)CC(C)(C)CC2=O)N1C(=O)c2ccccc2C1=O (stereo not drawn),2%,-1%,-1%,-11,-2%,?,16%
CCc1nnc(NC(=O)CSc2ccc(-c3ccc(-n4cccn4)cc3)nn2)s1,.,-2%,-17%,39,1%,?,7%
CC1=C(C(=O)OCc2ccccc2)C(c2ccc(Cl)cc2)NC(=O)N1CCCCCC(=O)O (stereo not drawn),2%,-4%,-14%,12,-2%,-4%,?
CC(=O)Nc1c(C)nn(-c2ccccc2)c1N1CCC(C(=O)NCc2cccc(F)c2)CC1,.,5%,.,15,.,-9%,.
CC(=O)c1cccc(NC(=O)c2nccnc2C(=O)O)c1,1%,2%,-7%,1,-4%,-13%,13%
CCOc1cccc(-c2nnc(SCC(=O)Nc3cc(C)ccc3OC)n2N)c1,-2%,8%,84%[activator],8,-8%,-9%,-25%
COc1ccc(C(=O)c2ccc(Cl)cc2Cl)cc1,3%,5%,-26%,-15,15%,5%,4%
CCc1ccc(S(=O)(=O)Nc2ccc3[nH]c(=O)sc3c2)cc1,.,-6%,.,40,.,16%,.
COc1ccc(/C=C2/SC(=O)N(NS(=O)(=O)c3ccccc3)C2=S)cc1OC,9%,-16%,-34%,62,-4%,-10%,11%
CCOC(=O)c1cnc(SC2CC(=O)N(c3ccccc3)C2=O)nc1N (stereo not drawn),1%,-1%,-20%,28,-6%,-12%,8%
Cc1c(Cl)cccc1NC(=S)N(CCCN1CCOCC1)Cc1ccco1,-7%,-10%,22%,-21,29%,-2%,4%
CCCNc1nc2c(c(=O)n(C)c(=O)n2C)n1CCc1ccccc1,3%,-4%,0%,-65*,0%,-14%,14µM*
O=C(CCNS(=O)(=O)c1cccc2nsnc12)NCCC1=CCCCC1,-10%,3%,-21%,15,11%,1%,?
CCCc1c(C(=O)N/N=C/c2sccc2C)nnn1-c1nonc1N,-1%,-6%,-20%,?,19%,1%,-23%
CC(=NCCc1c(C)[nH]c2ccc(OC(F)(F)F)cc12)C1=C(O)CC(c2ccccc2)CC1=O (stereo not drawn),22%,-16%,0%,25,0%,-2%,?
CCN(C(=O)C(NS(=O)(=O)c1cccc2nsnc12)c1ccccc1)c1ccccc1 (stereo not drawn),.,-3%,.,-6,.,-1%,.
Cc1nc(/N=C(\N)NC(=O)c2ccccc2)nc2ccccc12,7%,4%,-20%,41,18%,-4%,?
O=C(N[C@H]1CCC(=O)N([C@H](CSc2ccc(Br)cc2)Cc2ccccc2)CC1)OCc1ccccc1,.,0%,-2%,41,-1%,.,?
CCCN(Cc1cccs1)C(=O)Nc1cc(Cl)c(OC)cc1OC,.,-2%,.,-17,.,-7%,.
COc1ccc(NC(=O)c2c(NCc3cccc(F)c3)sc3c2CCC3)c(OC)c1,.,-12%,.,-29,.,5%,.
Cc1nn(-c2cc(N3CCNCC3)ccc2[N+](=O)[O-])c(=O)c2ccccc12,3%,-3%,-13%,69,-20%,3%,-1%
O=C1C(O)CCN1Cc1ccccc1 (stereo not drawn),.,-12%,.,-14,-19%,.,14%
O=C1C2CC=CCC2C(=O)N1c1ccc(OCC(O)Cn2nnc3ccccc32)cc1 (stereo not drawn),-1%,5%,-2%,?,13%,4%,-29%
CCN(c1ccccc1)S(=O)(=O)c1ccc(OC)c(OC)c1,-2%,-2%,1%,-17,3%,?,14%

# Later entries:
SMILES,LmPK inhibitor,Tb PYK inh,AmpC inh no detg,HCMV inh,AMA1 RON2 block,AmpC detergent,HCV inhibitor
CN1CCN(C(=S)NC(=O)c2cccc([N+](=O)[O-])c2)CC1,1%,5%,-11%,14,37%[activator],-14%,16%
COC(=O)[C@@H](NC(=O)c1cc(COc2cncc(Cl)c2)on1)c1ccccc1,-5%,-5%,23%,23,-9%,3%,.
CCN(CC(=O)NCc1ccc(F)cc1)C(=O)CN1CCN(c2ccc(OC)cc2)CC1,-11%,-3%,3%,8,?,2%,4%
CCc1ccc(C(=O)N/N=C/c2cccc3ccccc23)nc1,6%,1%,-31%,88,42%[activator],-1%,-7%
COc1ccc(-n2c(SCC(=O)N3CCOCC3)nnc2C(C)N2CCCCC2)cc1 (stereo not drawn),2%,3%,3%,.,-10%,0%,1%
Cc1cc(NC(=O)c2ccccc2)n(C(C)(C)C)n1,-4%,1%,-6%,16,-2%,7%,?
C[C@H](O)[C@H](O)[C@H]1CNc2nc(N)[nH]c(=O)c2N1,.,0%,-9%,?,?,-12%,-1%&16%
O=C(O)CCSc1nc2ccc(Br)cc2[nH]1,-4%,-19%,-7%,-34,-1%,-8%,8%
COc1ccc2[nH]c(=O)c(CN(CCN(C)C)C(=O)NCc3ccccc3)cc2c1,3%,5%,-1%,.,-1%,10%,-2%
CC(O)c1ccc(OCCN(C)c2ccccn2)cc1 (stereo not drawn),0%,-4%,-13%,26,-9%,3%,15%
CC(=O)Nc1ccc2nc(C)n(Cc3ccc(Cl)cc3)c(=O)c2c1,3%,5%,41%,37,-6%,-11%,-20%
O=C(NCc1ccco1)c1ccc2c(c1)C(=O)N(Cc1ccccc1)C2=O,1%,-3%,?,6,5%,2%,-3%
Cc1ccc(/C=N/NC(=O)CSc2nc3ccccc3n2Cc2ccccc2)o1,6%,-5%,-36%,?,-5%[2.32 µM],-16%,1%
COc1ccccc1CCNC(=O)CCCn1nc(C)c2c(C)n(-c3ccc(C)cc3)nc2c1=O,-6%,1%,43%,?,1%,-3%,-18%
Cc1nc(C(F)(F)F)c(C(=O)NC(=O)Nc2ccccc2)s1,3%,0%,-9%,-31,-8%,-4%,-2%
O=C(Nc1ccc(N2CCOCC2)c(S(=O)(=O)Nc2ccc(Cl)cc2)c1)c1cnccn1,0%,-29%,46%,3,-5%,-2%,?
CC/C(=N\NC(=O)OC)c1ccc(OC(F)F)cc1,-1%,2%,-26%,-10,3%,3%,2%
COc1ccc(C2CC(c3ccc(F)cc3)Nc3nc(N)nn32)cc1 (stereo not drawn),0%,-1%,33%,-2,0%,?,2%
COCC(=O)Nc1ncc(S(=O)(=O)c2ccc([N+](=O)[O-])cc2)s1,-1%,-2%,-11%,-39,14%,-12%,6%
O=C(COC(=O)CCC(=O)c1cccs1)NC1CCCCC1,.,-9%,-4%,3,-8%,?,6%
CCc1nnc(NC(=O)CN2CCN(c3nc(-c4ccccc4)cs3)CC2)s1,0%,?,105%[activator],?,-6%,-12%,-19%
O=C(Cn1cnc2c(nnn2Cc2ccccc2F)c1=O)NCc1ccco1,-2%,3%,-20%,27,1%,-16%,16%
COc1ccc(-n2c(-c3cccc(C)c3[N+](=O)[O-])n[nH]c2=S)cc1,?,?,-27%,48,93%[activator],1%,9%
Cc1c(NC(=S)N/N=C\c2ccccc2O)c(=O)n(-c2ccccc2)n1C,-4%,-9%,-34%,-27,-19%,?,?
CC(=O)N1[C@H](C)C=C[C@]1(Cc1ccccc1)C(=O)O,-1%,0%,-9%,?,-5%,?,10%
COc1ccc(-c2cnc3c(NC(C)=O)cc(-c4ccccc4CN(C)C)cn23)cc1OC,.,7%,.,-17,-19%,.,.
Cc1c(NC(=O)c2cc3ccccc3c(=O)s2)c(=O)n(-c2ccccc2)n1C,0%,2%,-9%,30,-6%,-14%,14%
CCCCNc1ncnc2c1cnn2Cc1ccc(Cl)cc1,4%,5%,-3%,-21,-16%,-1%,?

# As entered above:
# Under Tb PYK inh, `CN1CCN(C(=S)NC(=O)c2cccc([N+](=O)[O-])c2)CC1` has the entry 5%
# Under Tb PYK inh, `CCN(C(=O)C(NS(=O)(=O)c1cccc2nsnc12)c1ccccc1)c1ccccc1` (stereo not drawn) has the entry -3%
# Under Tb PYK inh, `CCCN(Cc1cccs1)C(=O)Nc1cc(Cl)c(OC)cc1OC` has the entry -2%
# Under HCMV inh, `O=C(Nc1ccc(N2CCOCC2)c(S(=O)(=O)Nc2ccc(Cl)cc2)c1)c1cnccn1` has the entry 3
# Under Tb PYK inh, `CC(=O)N1[C@H](C)C=C[C@]1(Cc1ccccc1)C(=O)O` has the entry 0%
# Under HCMV inh, `O=C1C(O)CCN1Cc1ccccc1` (stereo not drawn) has the entry -14

# 3 entries from above, as tab-separated lines:
smiles	LmPK inhibitor	Tb PYK inh	AmpC inh no detg	HCMV inh	AMA1 RON2 block	AmpC detergent	HCV inhibitor
CC(O)c1ccc(OCCN(C)c2ccccn2)cc1 (stereo not drawn)	0%	-4%	-13%	26	-9%	3%	15%
COCC(=O)Nc1ncc(S(=O)(=O)c2ccc([N+](=O)[O-])cc2)s1	-1%	-2%	-11%	-39	14%	-12%	6%
COC(=O)[C@@H](NC(=O)c1cc(COc2cncc(Cl)c2)on1)c1ccccc1	-5%	-5%	23%	23	-9%	3%	.
